# Bioassay records from PubChem.
# Tb PFK block = qHTS Assay to Find Inhibitors of T. brucei phosphofructokinase; ATP-dependent 6-phosphofructokinase (Trypanosoma brucei brucei), O15648; T. brucei PFK, ADP-Glo luminescence; Potency, µM (highest dose often 57.5 µM), without a hit: top-dose activity, negative = inhibition, hits mostly inhibitors; 0.17% of 330,000 active;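 further: potency means the concentration at half of the fitted maximal effect; 0% = uninhibited 1x PFK enzyme wells and -100% = no-enzyme wells; nearly all actives have a fitted effect of over 60% in size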
# Target sequence (O15648 whole entry, looked up): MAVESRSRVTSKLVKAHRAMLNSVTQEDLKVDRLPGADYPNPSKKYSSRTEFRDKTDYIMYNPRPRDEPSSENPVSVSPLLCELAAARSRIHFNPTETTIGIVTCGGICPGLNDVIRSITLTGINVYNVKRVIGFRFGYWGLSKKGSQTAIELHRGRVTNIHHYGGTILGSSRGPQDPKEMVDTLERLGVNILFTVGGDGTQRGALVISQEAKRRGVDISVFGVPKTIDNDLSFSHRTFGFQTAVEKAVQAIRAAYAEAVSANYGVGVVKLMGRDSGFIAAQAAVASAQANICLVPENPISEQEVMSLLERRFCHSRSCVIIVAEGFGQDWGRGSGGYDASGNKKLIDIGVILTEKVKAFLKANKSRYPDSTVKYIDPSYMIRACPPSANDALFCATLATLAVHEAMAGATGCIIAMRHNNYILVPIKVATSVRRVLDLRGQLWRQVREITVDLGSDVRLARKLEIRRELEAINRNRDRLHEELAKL
#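 Compounds were pin-transferred as a titration series up to 57 uM into substrate buffer (0.5 mM F6P, 0.1 mM ATP, pH 8.0), then 1.25 nM PFK was added and reactions ran 45 min before ADP-Glo detection.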
# ELG1 repair inh = qHTS screen for small molecules that inhibit ELG1-dependent DNA repair in human embryonic kidney (HEK293T) cells expressing luciferase-tagged ELG1; HEK293T ELG1-luciferase reporter, luminescence, 16 h; DNA damage induced by 5-fluorouridine; Potency, µM (titrated, usually from 46.1 µM), for the others: at the top dose activity change, negative = inhibition, hits mostly inhibitors; 2.3% of 330,000 active; AID 504467, 2011; further: potency means the concentration at half of the fitted maximal effect; on the % scale 0 is the no-effect control and ±100 the full control effect; nearly all actives have a fitted effect of over 55% in size
#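 Step one: seed 2,000 cells per well. Step two: pin-transfer compound or DMSO alongside 5-fluorouridine. Step three: incubate 16 hr, 37 °C, 5% CO2. Step four: add ONE-Glo, wait 30 min, read luminescence.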
# BCR signal inh = qHTS Assay to Find Inhibitors of Chronic Active B-Cell Receptor Signaling; ABC-DLBCL IkBa-CBG/CBR reporter, luminescence ratio, 4 h; Potency, µM (top dose mostly 46.1 µM), for the others: at the highest dose ratio change, negative = lower green/red ratio, actives largely listed as inhibitors; 0.05% of 340,000 active; AID 493014, 2011; active means well fitted inhibition curve with a large enough effect in the signal ratio, with a control signal flat, not every such curve was filed as active; inconclusive means small, poorly fitted or top-dose-only effect, or effect the other way, or a change in a side signal; the % refers to the signal ratio;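 further: potency means the concentration at half of the fitted maximal effect; plate controls were basal doxycycline-induced cells for no effect and cells given 10 µM MG132 for full effect; MG132 reads +100%, hits lower the ratio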
#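 Compounds up to 46 uM were incubated four hours with TMD8 cells whose green CBG68 luciferase is fused to IkappaBalpha; red CBR luminescence normalised the signal, and concentration-effect curves were fitted to fusion, red and ratio data.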
# S-ASM inh = Inhibitors of Secretory Acid Sphingomyelinase (S-ASM): qHTS; placental ASM, HMU-PC fluorogenic substrate, 60 min; Potency, µM (titrated, usually from 57.5 µM), for the others: at the highest dose activity change, negative = inhibition, actives largely listed as inhibitors; 0.006% of 340,000 active; AID 504937, 2011; further: potency means the concentration at half of the fitted maximal effect
# Target sequence (P17405 47-631 limits assumed): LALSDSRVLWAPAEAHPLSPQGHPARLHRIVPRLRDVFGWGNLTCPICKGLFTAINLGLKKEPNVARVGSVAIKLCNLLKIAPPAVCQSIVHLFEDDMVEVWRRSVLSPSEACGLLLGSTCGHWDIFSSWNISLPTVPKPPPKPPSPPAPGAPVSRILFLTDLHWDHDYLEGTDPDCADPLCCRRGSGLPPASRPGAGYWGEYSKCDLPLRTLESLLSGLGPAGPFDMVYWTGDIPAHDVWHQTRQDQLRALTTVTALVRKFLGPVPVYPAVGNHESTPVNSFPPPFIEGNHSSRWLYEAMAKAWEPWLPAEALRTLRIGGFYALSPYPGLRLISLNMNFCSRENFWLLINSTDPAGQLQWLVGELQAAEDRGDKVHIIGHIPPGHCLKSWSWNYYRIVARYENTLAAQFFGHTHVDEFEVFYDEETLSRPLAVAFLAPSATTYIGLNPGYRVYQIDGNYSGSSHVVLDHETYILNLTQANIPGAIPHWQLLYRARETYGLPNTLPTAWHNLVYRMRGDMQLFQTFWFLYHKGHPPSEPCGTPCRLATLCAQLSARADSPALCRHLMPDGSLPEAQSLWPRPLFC
#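 Human placenta-derived ASM enzyme was preincubated with compound for 10 minutes at room temperature, then given fluorogenic substrate HMU-PC0 (9 uM final) for 60 minutes at 37 °C; a pH 10 stop preceded fluorescence reading at Ex 386/Em 447 nm.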
# TCR activator = Activators of T cell receptors: qHTS campaign; primary human leukocytes, anti-CD3, IL-2 HTRF, 48 h; 330,000 tested, under 10 active; AID 504894, 2011; Potency, µM (highest dose often 9.22 µM), for inactives: at the top dose activation of IL-2 secretion, actives largely listed as activators; further: % of control where 0% means no effect
#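 Human primary leukocytes + a-CD3 beads + cpd, 48 hr; IL-2 in supernatant by HTRF (ex 320nm / em 665nm). No co-stimulatory signal supplied.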
# TSHR antag = Antagonists of the Thyroid Stimulating Hormone Receptor: HTS campaign. Thyrotropin receptor (Homo sapiens), P16473. TSHR-expressing cells, TSH-stimulated cAMP HTRF, 2 h; hits give low values. activity change, negative = inhibition, % at 11.5 µM. 0.2% of 330,000 active. AID 504810, 2011;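 active means activity change below a set negative limit, meaning inhibition stronger than a set level, cut at about -70% in these data; inconclusive means activity change between two set negative limits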; further: on the % scale 0 is the no-effect control and ±100 the full control effect
#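 Read-out is FRET at 665 nm (cryptate excitation 337 nm) from a cryptate-tagged anti-cAMP antibody, competed by cell cAMP against cAMP-d2. Compounds are tested on freshly harvested TSHR cells challenged with 4nM TSH (EC80) for 2 hours at 37 deg C.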
# Mito fusion yeast = qHTS Assay for Small Molecule Inhibitors of Mitochondrial Division or Activators of Mitochondrial Fusion | S. cerevisiae fusion-defective mutant growth rescue, CellTiterGlo 48 h | Potency, µM (top dose mostly 46.1 µM), without a hit: at the top dose growth rescue (activation), hits mostly activators | 0.23% of 320,000 active | AID 485298, 2010;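 further: potency means the concentration at half of the fitted maximal effect; % of control where 0% means no effect; nearly all actives have a fitted effect of over 45% in size; temperature-sensitive fusion mutants such as fzo1-1 at 37 °C on non-fermentable ethanol glycerol medium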
#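 Growth-rescue viability read-out: after 48 h at the non-permissive 37C in glycerol/ethanol YPEG, yeast mitochondrial fusion mutants are measured by CellTiterGlo luminescence; compounds (23 nl pinned per well) restoring growth score as division inhibitors or fusion activators.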
# a7 integrin act = qHTS for Activators of Integrin-Mediated Alleviation for Muscular Dystrophy | alpha7betagal myoblasts, beta-gal FDG fluorescence, 48 h | Potency, µM (top dose mostly 38.3 µM), inactives show at the top dose activation, actives largely listed as activators | 0.064% of 350,000 active;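 further: potency means the concentration at half of the fitted maximal effect; 100% = response of the positive control SU9516; nearly all actives have a fitted effect of over 60% in size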
#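 alpha7betagal+/- myoblasts (passage 13, 250/well) treated 48 h at 37C with compounds at 1:260 dilution of DMSO stock. Lysed, then beta-galactosidase activity read as FDG fluorescence (ex 480/em 540) after 30 min, with pre-read for autofluorescence.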
# Eya2 phos inh = qHTS Assay for Inhibitors of the Phosphatase Activity of Eya2; 0.006% of 330,000 active; Potency, µM (titrated, usually from 76.9 µM), inactives show top-dose activity, negative = inhibition, actives largely listed as inhibitors; recombinant Eya2, OMFP fluorescence dephosphorylation (OMFP is methylfluorescein phosphate); Protein phosphatase EYA2 (Homo sapiens), O00167; AID 488837, 2010; further: potency means the concentration at half of the fitted maximal effect; on the % scale 0 is the no-effect control and ±100 the full control effect
#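 Eya2 protein (added as 0.2 uM solution) was preincubated with compound for 10 min at ambient temperature in 50 mM HEPES pH 7.5, 50 mM NaCl, 5 uM MgCl2, 0.05% BSA, 1 mM DTT. OMFP (added at 50 uM) then reacted 10 min; fluorescence read at 485/525 nm.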
# PTAP TSG101 blk = qHTS Assay for Iinhibitors of HIV-1 Budding by Blocking the Interaction of PTAP/TSG101. Potency, µM (series often up to 115 µM), without a hit: at the top dose activity change, negative = inhibition, hits mostly inhibitors. Fluorescence polarization, FITC-PTAP peptide / Tsg101 binding. 340,000 tested, under 10 active. Tumor susceptibility gene 101 protein (Homo sapiens), Q99816; active means well fitted inhibition curve with a large enough effect in the main read-out, with a control signal flat, not every such curve was filed as active; inconclusive means small, poorly fitted or top-dose-only effect, or effect the other way, or a change in a side signal; inactive means no such curve, though single readings can be large or run the other way; further: potency means the concentration at half of the fitted maximal effect; % of control where 0% means no effect
#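 Fluorescence polarization binding of Tsg101 binding domain (10 uM final) to FITC-labeled PTAP peptide (50 nM final) in HEPES pH 7.5 buffer with NaCl, Tween 20, EDTA, TCEP. Compounds added before peptide; binding 20 min at RT.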
# A-T KAP1 phos = qHTS Assay for Identifying a Potential Treatment of Ataxia-Telangiectasia. 0.19% of 320,000 active. Potency, µM (titrated, usually from 57.5 µM), for the others: top-dose activation, most hits filed as activators. […] A-T fibroblasts, KAP-1 phosphorylation AlphaLISA; neocarzinostatin DNA damage 30 min before lysis; further: potency means the concentration at half of the fitted maximal effect; % of control where 0% means no effect; nearly all actives have a fitted effect of over 45% in size
#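 ATM-like activity read as KAP-1 phosphorylation via AlphaLISA donor/acceptor antibody pairs after lysis and 6 hr at 25C. Cells were ATM-null patient fibroblasts ([…], hTERT), dosed 60 min, then exposed to the DSB inducer NCS for 30 min.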
# An asterisk follows results filed as active; ? = inconclusive; · = no result given; & = joins results of further samples; [ ] = dose if it differs, or a comment. Unless noted, the call rests on the fitted dose curve; in most records, active means well fitted curve in the direction sought with a large enough effect; inconclusive means small, poorly fitted or top-dose-only effect, or another doubt; inactive means no such curve, though single readings can be large; an effect the other way counts as inactive or inconclusive.
# Every second line gives: Tb PFK block	ELG1 repair inh	BCR signal inh	S-ASM inh	TCR activator	TSHR antag	Mito fusion yeast	a7 integrin act	Eya2 phos inh	PTAP TSG101 blk	A-T KAP1 phos
- Cc1cc(C(=O)CN(Cc2ccc(F)cc2)S(=O)(=O)c2ccc3c(c2)OCCO3)c(C)n1C
  -3%	?	4%	-1%	2%	7	-2%	0%	3%	-2%	5%
- COc1ccc(NC(=O)Nc2c(C)n(C)n(-c3ccccc3)c2=O)cc1OC
  1%	11%	0%	5%	-1%	4	0%	24%	0%	-1%	2%
- NC(=O)c1ccc(NC(=O)COC(=O)c2cc(S(=O)(=O)N3CCOCC3)ccc2N2CCCCC2)cc1
  2%	1%	-14%	-3%	-1%	-2	1%	0%	-15%	-2%	2%
- CN(C(=O)C1CCCC1)C1CCS(=O)(=O)C1 (configuration not stated)
  0%	20%	7%	6%	-48%	4	0%	0%	-6%	-2%	-7%
- COc1ccc(NC(=O)CN2CCN(CC(=O)Nc3ccccc3OC)CC2)c(OC)c1
  -8%	-14%	-1%	-1%	-3%	-1	0%	-13%	2%	-4%	-3%
- COc1cc(/C=C/C(=O)Nc2ccccc2C(F)(F)F)cc(OC)c1OC
  -7%	-16%	-25%	·	·	-8	3%	·	-8%	·	-2%
- COC(=O)c1ccc(N2CCN(S(=O)(=O)c3ccccc3)CC2)c([N+](=O)[O-])c1
  -4%	?	3%	-16%	·	-1	7%	-22%	-38%	-8%	-7%
- CCc1nnc(NC(=O)c2ccc(Cl)c(S(=O)(=O)N3CCc4ccccc43)c2)s1
  0%	23µM*	20%	-3%	5%	-44	10%	-24%	5%	2%	4%
- COc1cc2c3c(c1)c(C1=NC(=S)NC1=O)c(O)n3C(C)(C)C=C2C
  2%	-4%	-6%	-5%	3%	-1	2%	-13%	10%	-1%	-1%
- CCOC(=O)c1ccn(-c2nc(-c3ccco3)cc(C(F)(F)F)n2)n1
  4%	?	?	4%	7%	11	10%	4%	9%	0%	-13%
- Nc1nc2ncc(-c3ccsc3)c(N)n2n1
  2%	-3%	-14%	1%	-2%	3	1%	-8%	24%	-3%	4%
- Cc1onc(-c2ccccc2)c1C(=O)NCCN1CCOCC1
  ·	·	·	3%	3%	·	-4%	10%	·	-1%	·
- C=CCOC(=O)c1ccc(N2CCN(c3ccccc3)CC2)nc1
  0%	?	?	-1%	-5%	-7	?	-33%	-3%	-8%	6%
- Nc1cc(Cl)ccc1Oc1ccccc1
  -2%	29%	-7%	-3%	1%	4	-1%	17%	?	-4%	-1%
- CCOC(=O)C1=C(C)NC(SC(C)=O)=NC1c1ccc(OC(C)=O)c(OC)c1 (configuration not stated)
  ·	·	·	3%	-2%	·	4%	27%	·	-9%	·

# Gathered by group, those above containing a CF3 group
# Every second line gives: Tb PFK block	ELG1 repair inh	BCR signal inh	S-ASM inh	TCR activator	TSHR antag	Mito fusion yeast	a7 integrin act	Eya2 phos inh	PTAP TSG101 blk	A-T KAP1 phos
- COc1cc(/C=C/C(=O)Nc2ccccc2C(F)(F)F)cc(OC)c1OC
  -7%	-16%	-25%	·	·	-8	3%	·	-8%	·	-2%
- CCOC(=O)c1ccn(-c2nc(-c3ccco3)cc(C(F)(F)F)n2)n1
  4%	?	?	4%	7%	11	10%	4%	9%	0%	-13%

# Next entries follow:
# Every second line gives: Tb PFK block	ELG1 repair inh	BCR signal inh	S-ASM inh	TCR activator	TSHR antag	Mito fusion yeast	a7 integrin act	Eya2 phos inh	PTAP TSG101 blk	A-T KAP1 phos
- CCc1cc(C(=O)NNC(=S)Nc2cc(C)ccc2C)cs1
  0%	1%	?	-1%	6%[46.1 µM]	-2	16%	-13%	-7%	0%	4%
- Cc1ccccc1NC(=O)c1ccc(-n2cncn2)nc1
  1%	-26%	-6%	0%	-2%	7	-2%	-4%	3%	-2%	·
- C#CCNC(=O)C1CCN(c2cc(C)nc(-c3ccccc3)n2)CC1
  -3%	?	2%	-2%	1%	1	-5%	-22%	2%	0%	2%
- CC(C)(C)NC(=O)COC(=O)c1ccc(NC(=O)CC#N)cc1
  2%	-4%	?	-2%	-1%	6	-5%	-21%	-11%	0%	5%
- COc1ccc(/C=N/NC(=O)c2ccccc2F)cc1CN1CCN(c2ccc(F)cc2)CC1
  0%	?	-6%	-1%	?	18	3%	-12%	2%	-4%	-10%
- COc1cccc(CN2CCNC(=O)C2CC(=O)NCc2cn3cccc(C)c3n2)c1OC (configuration not stated)
  -2%	7%	6%	1%	1%	-7	-5%	-22%	-9%	0%	0%
- NNC(=O)c1ccc(OCC2CC(c3ccc(Cl)cc3)=NO2)cc1 (configuration not stated)
  8%	?	?	-7%	3%	-1	-4%	-35%	4%	2%	-1%
- COc1ccc(S(=O)(=O)N2CCC(c3cc(-c4cccc5ccccc45)n[nH]3)CC2)cc1
  2%	-7%	19%	-5%	·	-16	3%	-21%	-5%	-7%	7%
- O=C(C1CC1)N1CCN=C1SCc1ccc(F)cc1
  -8%	4%	-13%	3%	1%	-9	9%	22%	1%	-3%	0%
- O=C(NCCCN1CCOCC1)c1ccc2c(c1)N(Cc1ccccc1)C(=O)c1ccccc1S2
  16%	9%	2%&-10%	1%	8%	-18	-5%	-30%	2%	-3%	7%
- O=C(NCC(F)(F)F)c1nn(Cc2ccccc2)c(=O)c2ccccc12
  1%	?	17%	15%	-4%	-4	25%	-5%	7%	0%	7%
- COc1ccc(S(=O)(=O)N(C)CC(=O)NCc2ccco2)cc1Cl
  -8%	?	1%	-1%	6%	-5	0%	1%	15%	-4%	3%
- O=C(c1ccco1)N1CCN(S(=O)(=O)c2cc(Cl)ccc2Cl)CC1
  2%	-9%	1%	-3%	6%	13	2%	10%	11%	0%	5%
- O=C(CN1c2ccccc2Sc2ccccc21)N/N=C/c1ccccc1
  3%	?	-11%	-6%	-11%	-4	-1%	-3%	3%	2%	-11%
- CC(=O)Nc1nnc(SCC(=O)NC2CCCC2)s1
  -4%	11%	-1%	2%	2%	1	-2%	8%	5%	0%	4%
- O=C(C1CCCO1)N1CCN(C(=S)Nc2ccccc2F)CC1 (configuration not stated)
  -2%	9%	-3%	-3%	-1%[46.1 µM]	-1	-2%	-12%	4%	-2%	0%
- Cc1ccc(-c2nc(CSCC(=O)N3CCOCC3)c(C)o2)cc1
  1%	?	3%	-2%	-11%	2	-1%	-23%	-5%	-10%	-2%
- CSCC[C@H](NC(=O)NCCc1ccc(F)cc1)C(=O)O
  -3%	13%	?	-1%	2%	-1	-4%	8%	29%	-1%	12%
- CC(C)CCNC(=O)C1CC(=O)N(CCc2ccccc2)C1 (configuration not stated)
  0%	3%	0%	2%	-5%	-3	1%	0%	2%	0%	3%
- O=C(Oc1cc(Cl)cc(Cl)c1)c1cnc2n(c1=O)CCS2
  -15%	1%	2%	0%	5%	-5	-1%	-11%	9%	2%	3%
